Screens deposited in PubChem by Sanford-Burnham Center for Chemical Genomics.
tim23-1 inh: growth inhibitors of tim23-1 mutant yeast. S. cerevisiae tim23-1 growth, BacTiter-Glo luminescence, 24 h. inhibition, % at 20 µM. hit rate 1.3% among 330,000;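 active = growth inhibition of the mutant yeast at or above 50%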;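 note: temperature-sensitive mutant grown at 25 °C; plate controls were DMSO-treated mutant yeast for no effect and medium wells lacking yeast for full effect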
CHOP UPR activ: apoptotic UPR (CHOP) activation; CHO-CHOP luciferase reporter, luminescence; percent of tunicamycin response over DMSO baseline; activation, % at 10 µM; hit rate 0.34% among 330,000; AID 449763;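 active = at 10 µM dose, activation of 40% or more, normalized to positive control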;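 note: 100% = tunicamycin at 10 µg/mL and 0% = DMSO alone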
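System: CHO-CHOP luciferase reporter cell line | Buffer or medium: F12 medium containing 10% fetal bovine serum | Doses: One dose, 10 µM in 0.5% DMSO | Times: 6 h compound exposure at 37 °C after overnight seeding | Signal: Luciferase luminescence | Read-out: % activation vs tunicamycin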
APJ ag: agonists of human APJ apelin receptor. CHO-K1 APJ PathHunter beta-arrestin, luminescence; 0% DMSO wells, 100% apelin. activation, % at 20 µM. hit rate 0.11% among 330,000. AID 2520;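 active = activation more than six SD over the plate average, tested at 20 µM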;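 note: 0% = DMSO alone and 100% = apelin-13 at 10 nM; some results filed as inactive read as strong as hits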
Target sequence (P35414 whole entry, looked up): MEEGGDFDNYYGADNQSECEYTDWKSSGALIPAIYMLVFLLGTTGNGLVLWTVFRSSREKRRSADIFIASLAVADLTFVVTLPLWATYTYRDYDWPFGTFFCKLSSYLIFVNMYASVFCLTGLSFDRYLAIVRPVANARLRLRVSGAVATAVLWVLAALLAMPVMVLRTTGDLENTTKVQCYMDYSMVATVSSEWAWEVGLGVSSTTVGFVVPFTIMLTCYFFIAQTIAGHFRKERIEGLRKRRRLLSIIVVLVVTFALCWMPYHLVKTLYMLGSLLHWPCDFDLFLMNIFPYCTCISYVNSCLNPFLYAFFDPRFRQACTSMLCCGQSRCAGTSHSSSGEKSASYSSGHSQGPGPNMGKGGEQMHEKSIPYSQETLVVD
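Test system – PathHunter CHO-K1 APJ (AGTRL-1) beta-arrestin reporter cells · Input – 1000 cells/well · Compound – single test compound dose, 20 µM final, 1% DMSO · Times – compound stimulation 90 min at 25 °C, detection 60 min · Technique – beta-gal luminescence · Read-out basis – APJ–arrestin association signal · Control set – negative DMSO alone, positive Apelin-13 at 10 nM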
Jurkat NFkB inh: lowers PMA/ionomycin-induced NF-kB signal in Jurkat cells | hit rate 0.53% among 330,000 | inhibition, % at 4 µM | PMA/ionomycin-induced NF-kB luciferase reporter, luminescence; in the data active = inhibition above about 50%
APJ antagonist: APJ receptor antagonism; CHO-K1 APJ beta-arrestin complementation, luminescence; inhibition, % at 20 µM; hit rate 0.32% among 330,000; AID 2521;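 active = inhibition above about 40% at 20 µM, limit read from the data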;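 note: cells challenged with 10 nM apelin-13 agonist together with compound; plate controls were apelin-13 plus DMSO wells for no effect and DMSO wells lacking apelin-13 for full effect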
Mdm2-MdmX inh: inhibitors of human Mdm2/MdmX interaction; O15151+Q00987; SaOS-2 split-luciferase Mdm2/MdmX complementation, luminescence; inhibition, % at 8 µM; hit rate 3% among 330,000;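 active = inhibition of at least 50% at 8 µM in the primary screen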
XBP1 UPR activ: activators of adaptive arm of unfolded protein response (XBP1); CHO-XBP1 luciferase reporter, IRE1-XBP1 UPR activation, luminescence; percent of tunicamycin response, DMSO as zero; activation, % at 20 µM; hit rate 0.33% among 330,000; AID 463104;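 active = versus positive control, 20 µM dose yields 30% or more activation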;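 note: 100% = tunicamycin at 10 µg/mL and 0% = DMSO only wells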
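Assay system: IRE1-XBP1 luciferase reporter CHO line. Input: 1000 cells/well. Buffer or medium: F12 with 10% serum. Doses: 20 µM, 1% DMSO. Times: overnight seeding at 37 °C, 6 h compound treatment at 37 °C. Technique: Steady-Glo luciferase glow luminescence, 10 min after reagent addition.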
697 NFkB inh: inhibitors of the PMA/ionomycin-induced NF-kB reporter in 697 B cells. 697 B-cell NF-kB luciferase reporter, 16 h. inhibition, % at 4 µM. hit rate 0.33% among 330,000; in the data active = inhibition above about 35%
* = called active by the depositor. Hits appear at their usual frequency; about 5% have a hit in one of these screens.

Screens in order – XBP1 UPR activ	APJ antagonist	CHOP UPR activ	Jurkat NFkB inh	Mdm2-MdmX inh	APJ ag	697 NFkB inh	tim23-1 inh
COc1ccc(NC(=O)C(Cc2ccccc2)n2cccc2)cc1OC (centres undefined)
 : -1	7	-1.8	0	10	-1	-9	13
COC(=O)[C@]1(Cc2ccccc2)N[C@H](CN(C)C(=O)Nc2ccc(Cl)cc2)[C@@H]2C(=O)N(Cc3ccccc3)C(=O)[C@@H]21
 : 9	6	7.4	10	38	-4	-7	7
COc1ccc(Cl)cc1NC(=O)C/C(C)=N/NC(=O)CCc1ccccc1
 : 0	-6	0.9	7	-8	1	13	25
CCC(C)n1c(=S)[nH]c2ccccc2c1=O (centres undefined)
 : -1	-9	-2.5	3	16	-2	-13	14
Cc1ccnc(NS(=O)(=O)c2ccc(NC(=O)c3ccc(Cl)cc3[N+](=O)[O-])cc2)n1
 : -6	-29	-1.9	-11	0	3	-16	8
COc1ccc(NC(=S)NC(NC(=O)C(C)C)C(Cl)(Cl)Cl)c([N+](=O)[O-])c1 (centres undefined)
 : -1	15	-0.5	2	-8	-5	-2	-5
COc1ccccc1C(=O)NC(=O)COC(=O)c1ccc(C)o1
 : -1	1	0.3	13	14	1	8	7
CCN(Cc1ccccc1)C1CCN(Cc2ccccc2)CC1
 : -6	7	2.2	-13	20	-1	-11	-6
CCOC(=O)C1=C(C)N(c2ccc(C)cc2)C(=O)/C1=C\c1ccc(O)c(OC)c1
 : 7	1	-0.2	4	12	4	-17	39
COc1cccc(OC)c1OCCCN1CCOCC1
 : -4	22	-0.7	15	4	-1	16	4
COc1cccc(OC)c1/C(O)=C(\C#N)c1nc2ccccc2[nH]1
 : -3	-1	0.3	-2	-9	-1	4	28
COc1cccc(C(=O)NC2(C(F)(F)F)N=C3SCCN3C2=O)c1 (centres undefined)
 : 1	7	-1.7	-2	-8	-2	2	5
CC1CCc2sc(NC(=O)c3ccc(N4C(=O)CCC4=O)cc3)c(C(N)=O)c2C1 (centres undefined)
 : 4	0	-0.3	7	-3	12	-11	18
O=C(Nc1sc2c(c1C(=O)O)CCCCC2)c1ccco1
 : 0	9	3.2	-57	-13	-3	-115	11
COc1ccc(NC(=O)CCCCC(=O)Nc2ccc(OC)cc2OC)c(OC)c1
 : 1	8	0.5	6	-2	1	17	9
Cc1ccc(SCC(=O)NNC(=O)c2ccc(S(C)(=O)=O)cc2)cc1
 : 0	7	4.2	4	5	1	4	-7
CCCn1c(=O)c(C(=O)NCc2cccnc2)c(O)c2ccccc21
 : 2	7	-2.0	9	11	0	-19	20
Cc1cc(C)c(NC(=O)COC(=O)C2CCCCC2)c(C)c1
 : -1	-51	-2.5	-12	-10	-1	17	8
O=C(CSc1nncs1)Nc1cc(-c2ccccc2)nn1-c1ccccc1
 : -2	-11	-0.4	-1	36	-6	21	24
C=CC[C@@H](CC(=O)N[C@H](CO)Cc1ccccc1)C(=O)N[C@H](COC(=O)[C@@H](CC=C)CC(=O)OC(C)(C)C)Cc1ccccc1
 : -2	0	-0.4	0	4	-3	7	23
CN1CCC(N(C)S(=O)(=O)c2ccc(NC(=O)COc3cccc(C(F)(F)F)c3)cc2)CC1
 : 3	11	0.2	0	37	-2	-22	-35
CC(CCc1ccccc1)NC(=O)COc1cc(F)ccc1[N+](=O)[O-] (centres undefined)
 : 0	-5	-1.5	-4	6	2	14	14
O=C(NCc1ccco1)C(Cc1ccccc1)NS(=O)(=O)c1cccc2nsnc12 (centres undefined)
 : 1	6	0.9	12	-18	-2	9	-29
CCCc1ccc(OCc2ccc(C(=O)N3CCSCC3)o2)cc1
 : 2	4	2.8	-7	9	-3	-68	5
COc1ccc(OCC(=O)Nc2ccc(C)cc2)cc1
 : -3	-4	0.8	-9	-2	0	23	-3
O=C(CC(=O)NC1CCCCC1)N/N=C/c1ccc(Cl)cc1
 : -4	-2	0.3	2	-13	-2	12	6
Cc1cc(SCC(=O)c2ccc3c(c2)OCO3)nc2ccccc12
 : 5	14	-1.0	3	0	-3	4	8
O=C(Nc1ccc2nc(-c3ccco3)c(-c3ccco3)nc2c1)N1CCN(c2ccccn2)CC1
 : 0	10	1.5	5	15	4	-60	-14
Cc1ccc(CN2CCSCC2)cc1
 : -2	17	-1.2	-3	28	0	5	-1
COCCCNC(=O)COc1ccc2oc3c(c2c1)CCCC3
 : 0	11	-0.5	5	-4	1	2	7

The results go on:
Screens in order – XBP1 UPR activ	APJ antagonist	CHOP UPR activ	Jurkat NFkB inh	Mdm2-MdmX inh	APJ ag	697 NFkB inh	tim23-1 inh
NS(=O)(=O)c1cccc(NC(=O)COC(=O)c2ccccc2SCC(=O)N2CCCC2)c1
 : -3	9	0.2	-9	-1	0	-11	10
O=C(COC(=O)c1ccc2ncsc2c1)Nc1ccccc1Cl
 : 0	2	0.1	-12	15	-3	-22	7
Cc1cc(Oc2ccc(=O)n(C)n2)nc(SCCOc2ccccc2)n1
 : 1	-2	-0.4	4	-2	1	-1	-4
COc1cc(OC)c(NC(=O)c2ccco2)cc1Cl
 : 0	4	-0.1	-4	10	1	-7	13
CCOC(=O)c1cnc(N2CCN(C(=O)OCC)CC2)[nH]c1=O
 : -3	14	-0.6	0	0	1	9	8
COc1ccc(S(=O)(=O)N2CC(C)N(C(=O)N3CCOCC3)C2)cc1 (centres undefined)
 : 5	-4	0.9	4	2	-2	-4	7
CC(=O)NCCc1ccc(S(=O)(=O)Nc2ccc(NC(=O)c3ccc(F)cc3)cc2)cc1
 : -8	-18	0.2	4	-29	1	-6	-15
Cc1cc(SCC(=O)Nc2cccc(S(=O)(=O)NC3=NCCCCC3)c2)c(C)cc1Br
 : -1	12	-2.4	-17	4	-3	7	9
CCN(CC)c1ccc(CNc2nc3ccccc3n2CCN2CCCCC2)cc1
 : 4	-13	0.7	10	89*	1	-41	15
C=C(C)Cn1c(=O)c2c(nc3n2CCN3c2cccc(Cl)c2C)n(C)c1=O
 : 0	-8	-2.2	-10	4	-6	3	21
O=C(c1ccco1)N1N=C(c2cccs2)CC1c1ccc(F)cc1 (centres undefined)
 : 5	5	-0.2	15	14	-2	8	44
C=CCNC(=O)C1CC2Cn3c(nc4cc5ccccc5cc43)C2N1C (centres undefined)
 : 2	3	0.7	-5	-4	-2	8	0
O=C(NC1CCCCC1)C(c1ccc(F)cc1)N(CCN1CCOCC1)C(=O)c1ccc(-c2ccccc2)[nH]1 (centres undefined)
 : -5	3	2.7	-6	22	-5	21	17
Cc1c(CC(=O)NCCCC(=O)O)c(=O)oc2cc3c(cc12)CCC(C)(C)O3
 : -7	-16	-2.3	-2	5	-3	52*	1
CC(=O)Nc1ccccc1-c1nc2ccccc2nc1OCC(=O)c1ccc(Cl)cc1
 : 1	-7	-1.0	-8	10	0	7	1
O=C(Nc1cccc(-n2cccn2)c1)C1CCCN(Cc2ccc(C#CCCO)cc2)C1 (centres undefined)
 : -8	14	1.9	-11	19	0	15	13
O=C1CCC(C(=O)Nc2ccc(OC(F)F)cc2)N1 (centres undefined)
 : 3	-20	0.8	-2	-4	1	-2	9
NS(=O)(=O)c1ccc(N=Nc2ccc(O)c3ncccc23)cc1
 : 3	49*	21	14	62*	-10	-388	30
CCN1CCN(S(=O)(=O)c2ccc3[nH]c(=O)oc3c2)CC1
 : -1	-9	-2.6	-2	-5	-5	8	3
COc1ccc(CN(C)S(=O)(=O)c2nnc(NC(=O)c3cccc(C)c3)s2)cc1OC
 : 1	3	-1.1	5	12	3	-7	22
CC(NCC(=O)Nc1ccccc1C(=O)NC1CC1)c1cccc(C(F)(F)F)c1 (centres undefined)
 : 3	-66	0.0	-15	-32	3	-29	18
O=C(C#Cc1ccccc1)NCc1ccccc1F
 : -1	3	1.5	2	-10	-1	6	15
CC1C=CCC2C(=O)N(c3ccccc3OC(=O)c3cccs3)C(=O)C12 (centres undefined)
 : -2	9	-1.1	-12	-5	-2	14	27
COc1ccc(-c2nc(-n3c(C)c(C(C)=O)c(C(C)=O)c3C)sc2C)cc1OC
 : 0	-2	-2.8	-5	18	-1	7	34
COc1ccc(-c2occ(C(=O)O)c2C(=O)O)cc1
 : -3	-2	-1.2	-4	-6	-2	4	-7
NCCCCC(=O)O
 : -7	-24	-1.5	1	-6	4	4	1
CCOC(=O)C(=O)NC(C)c1ccccc1 (centres undefined)
 : 0	-6	-1.2	-8	0	0	-2	1
CCOc1ccc(OCC(=O)OCC(=O)Nc2ccc3[nH]c(=O)[nH]c3c2)cc1
 : -1	12	-0.5	3	0	3	10	-6
Fc1cccc(F)c1-n1c(CN2CCCC2)csc1=S
 : -3	7	2.1	-6	10	-4	0	7
CCOc1ccccc1-c1noc(CCC(=O)NC2CCCCC2)n1
 : -2	-10	0.6	-11	18	-2	-2	-3

Among those listed so far, these contain a nitro group on carbon:
Screens in order – XBP1 UPR activ	APJ antagonist	CHOP UPR activ	Jurkat NFkB inh	Mdm2-MdmX inh	APJ ag	697 NFkB inh	tim23-1 inh
Cc1ccnc(NS(=O)(=O)c2ccc(NC(=O)c3ccc(Cl)cc3[N+](=O)[O-])cc2)n1
 : -6	-29	-1.9	-11	0	3	-16	8
COc1ccc(NC(=S)NC(NC(=O)C(C)C)C(Cl)(Cl)Cl)c([N+](=O)[O-])c1 (centres undefined)
 : -1	15	-0.5	2	-8	-5	-2	-5
CC(CCc1ccccc1)NC(=O)COc1cc(F)ccc1[N+](=O)[O-] (centres undefined)
 : 0	-5	-1.5	-4	6	2	14	14

More entries follow.
Screens in order – XBP1 UPR activ	APJ antagonist	CHOP UPR activ	Jurkat NFkB inh	Mdm2-MdmX inh	APJ ag	697 NFkB inh	tim23-1 inh
COc1cc(/C=N/O)cc(Br)c1OC
 : 4	-15	-2.6	-1	19	2	-38	8
CC(C)C[C@H](NC(=O)NCc1ccccc1Cl)C(=O)O
 : 2	5	0.9	5	10	-5	8	0
Cc1ccc(-c2csc(NC(=O)C3CSC4(C)CCC(=O)N34)n2)cc1 (centres undefined)
 : -1	-12	1.7	-26	21	-4	-5	-1
Cc1cccc(N2CCN(CC(=O)NCC3CCCCC3)CC2)c1C
 : -5	20	-0.3	-24	21	-2	-21	25
COc1ccccc1-c1nn2c(=O)cc(C)nc2s1
 : 4	-7	4.5	-42	-46	-2	-15	-6
O=C(N/N=C/c1ccc[nH]1)c1ccc(Cl)cc1
 : 1	-10	3.5	3	-24	1	14	-6
COc1cc(-c2nc(-c3cccnc3)no2)cc(OC)c1OC
 : 3	6	-2.5	-2	4	0	-36	24
O=C(CNCc1cccs1)Nc1ccc(S(=O)(=O)N2CCCCC2)cc1
 : -4	12	-1.1	0	32	-3	6	10
CCc1nc(C)cn1S(=O)(=O)c1ccc(Br)cc1
 : 0	14	0.3	-2	16	-2	4	12
CN1CCN(Cc2nc(Cc3ccccc3)no2)CC1c1ccccc1 (centres undefined)
 : 2	4	4.7	-14	-11	1	-32	5
O=C(O)c1ccccc1C(=O)Nc1ccc(Oc2ccc3ccccc3c2)cc1
 : -1	-8	-0.2	44	10	-2	-100	-1
Cn1nccc1C(=O)OCC(=O)Nc1cccc(Cl)c1
 : -1	6	-0.2	-4	-6	-1	-8	10
COc1ccc(CN(CC2CCCO2)S(=O)(=O)c2ccc(C(=O)O)cc2)cc1OC (centres undefined)
 : 0	7	-0.7	-8	-8	-4	-5	0
O=C1NC(=O)C2C1C(c1cccs1)NN2Cc1ccccc1 (centres undefined)
 : 1	3	-1.5	-6	21	-2	8	23
Cc1cc(C)n(C(=O)CNC(=O)c2ccccc2F)n1
 : -1	12	5.2	2	16	-4	10	10
O=C(COc1ncnc2scc(-c3ccc(F)cc3)c12)NCc1ccco1
 : -4	5	-2.8	-16	20	2	6	13
